14-3-3 Bad inh = disrupts binding of bovine 14-3-3 zeta to phospho-Bad peptide; TR-FRET 14-3-3zeta/Dy647-pBad peptide displacement, 1 h; 220,000 tested, 0.71% active; inhibition, % at 21.7 µM; AID 781;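 active = inhibition above about 70%, limit read from the data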;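 also: 0% = full 14-3-3 plus peptide FRET controls and 100% = background without 14-3-3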
Target sequence (P63103 whole entry, looked up): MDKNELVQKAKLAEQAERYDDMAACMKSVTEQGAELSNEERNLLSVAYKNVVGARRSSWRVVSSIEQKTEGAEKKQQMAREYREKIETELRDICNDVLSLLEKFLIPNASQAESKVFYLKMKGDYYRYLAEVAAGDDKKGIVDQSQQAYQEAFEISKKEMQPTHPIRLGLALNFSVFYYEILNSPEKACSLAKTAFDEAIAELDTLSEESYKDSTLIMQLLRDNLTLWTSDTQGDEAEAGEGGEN
PPC-1+TRAIL kill = PPC-1 cancer cell killing with TRAIL present; PPC-1 cells + TRAIL, ATPLite viability luminescence; AID 1443; cell killing (% activity), % at 4 µM; 220,000 tested, 0.41% active;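 active = cell killing above 50% in the first pass at 4 µM, then a duplicate retest at 5 µM averaging 50% or more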;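 also: plate controls were cells with TRAIL plus DMSO for no effect and medium-only wells lacking cells for full effect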
EP2 modulator = modulates human prostaglandin E2 receptor EP2 signaling; EP2-expressing cells, cAMP HTRF FRET, PGE2 co-stimulation; induction, % at 25 µM; 260,000 tested, 0.83% active; AID 940;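 active = compounds whose cAMP rise, as percent of the full-agonist control response, exceeds 60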;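 also: rat C6 glioma line stably carrying human EP2 under a CMV promoter; the protocol text gives 20 µM as final concentration; 100% = response of wells given 1 µM PGE2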
NPY Y1 blocker = NPY-Y1 (human) receptor antagonism; P25929; HEK293-CNG Y1 cells, membrane potential fluorescence; NPY at EC95, then isoproterenol; inhibition, % at 3.6 µM; 200,000 tested, 1% active; AID 1040;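 active = inhibition above the campaign mean inhibition of all tested compounds plus 3 SD, cut at about 20% in these data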;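 also: 0% = DMSO wells given NPY plus isoproterenol and 100% = isoproterenol alone without NPY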
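System: HEK293 cells with Y1 receptor plus CNG channel / Probe or stimulus: NPY 25 nM then isoproterenol 1 µM plus Ro 20-1724 25 µM / Compound: one concentration, 3.6 µM, in 0.4% DMSO / Schedule: compound incubation 1 h at room temperature, readout 45 min post-stimulation / Measured by: membrane potential fluorescence / Read-out: % inhibition of NPY effect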
NPY-Y1 PAM-ag = human NPY-Y1 potentiation or agonism, primary screen. P25929. NPY-Y1 expressing cells, potentiator/agonist activation. activation, % at 3.6 µM. 220,000 tested, 0.37% active. AID 1304; in the data active = activation above about 33%, passing the limit was not always enough;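 also: cells stimulated with NPY at EC10 then isoproterenol at EC100; 0% = low agonist plus stimulus and 100% = saturating agonist plus stimulus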
TRPML3 agonist = human mucolipin-3 channel agonism; Q8TDD5; 220,000 tested, 0.29% active; HEK293 TRPML3-YFP, Fluo-8 calcium fluorescence; 100% = the carbachol control signal; activation, % at 3 µM; AID 1448;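 active = activation above its plate's cutoff, the mean activation of the plate's test wells plus 3 SD, cut at about 12% in these data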;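 also: 0% = DMSO only wells and 100% = carbachol wells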
Target sequence (Q8TDD5 whole entry, looked up): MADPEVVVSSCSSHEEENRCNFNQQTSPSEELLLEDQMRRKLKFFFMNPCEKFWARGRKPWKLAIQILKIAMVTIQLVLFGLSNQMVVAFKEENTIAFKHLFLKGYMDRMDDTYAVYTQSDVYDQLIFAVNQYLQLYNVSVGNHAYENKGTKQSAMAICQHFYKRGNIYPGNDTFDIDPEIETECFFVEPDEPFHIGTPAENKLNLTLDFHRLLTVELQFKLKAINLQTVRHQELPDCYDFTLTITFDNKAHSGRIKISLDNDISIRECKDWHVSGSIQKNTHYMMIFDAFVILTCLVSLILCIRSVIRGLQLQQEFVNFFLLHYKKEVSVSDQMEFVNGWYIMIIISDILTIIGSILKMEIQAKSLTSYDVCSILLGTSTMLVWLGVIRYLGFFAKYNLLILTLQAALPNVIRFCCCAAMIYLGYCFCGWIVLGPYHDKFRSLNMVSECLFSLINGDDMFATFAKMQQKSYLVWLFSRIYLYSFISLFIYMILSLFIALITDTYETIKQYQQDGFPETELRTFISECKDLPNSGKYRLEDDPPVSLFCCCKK
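Test system: HEK293 cells stably carrying human TRPML3-YFP; Doses: single dose, 3 µM final nominal compound, 0.3% DMSO final; Schedule: dye loading 1 h 37 °C then 30 min ambient, 125 s read; Technique: Fluo-8 calcium fluorescence; Benchmarks: high control carbachol 87 µM, low control DMSO.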
PGE2 EP2 inh = inhibitors of human EP2 prostaglandin E2 receptor; C6 glioma cells expressing human EP2, cAMP TR-FRET; cells stimulated with saturating PGE2; P43116; inhibition, % at 25 µM; 260,000 tested, 0.52% active;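 active = percent inhibition above 40 after rounding to a whole number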;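 also: rat C6 glioma host cells with rolipram phosphodiesterase inhibitor present; the protocol text gives 20 µM as final concentration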
CHOP inhibitor = blocks CHOP induction under ER stress. inhibition, % at 10 µM. CHO-K1 CHOP-promoter luciferase, tunicamycin-induced, 15-18 h. AID 2732. 220,000 tested, 3.8% active;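 active = compounds that reduced the stress-induced luciferase reporter signal by more than about 70% of percent inhibition, limit read from the data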;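 also: 0% = tunicamycin plus vehicle and 100% = wells without tunicamycin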
TRPN1 ag = agonists of zebrafish TRPN1 channel. 220,000 tested, 0.18% active. activation, % at 3 µM. HEK293 zebrafish TRPN1-YFP, Fluo-8 calcium fluorescence; 100% = response to 87 µM carbachol. AID 1424;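 active = activation above its plate's cutoff, the mean activation of test wells on that plate plus 3 SD, cut at about 19% in these data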;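 also: 0% = DMSO alone and 100% = 87 µM carbachol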
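Material – zebrafish TRPN1-YFP in HEK293 cells · Doses – 3 µM single point · Schedule – dye 1 h 37 °C plus 30 min RT · Signal – Fluo-8 calcium fluorescence, excitation 470-495 nm, emission 515-575 nm · Read-out – % activation versus carbachol response · Control set – carbachol high, DMSO low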
* marks the source's active call; other numbers are inactive results; · = not tested or not shown; & = joins results of further samples; [ ] = another dose, or the depositor's remark.

SMILES	14-3-3 Bad inh	PPC-1+TRAIL kill	EP2 modulator	NPY Y1 blocker	NPY-Y1 PAM-ag	TRPML3 agonist	PGE2 EP2 inh	CHOP inhibitor	TRPN1 ag
CCOc1ccc(CN2CCN(c3cc(C)nc4c5c(C)cc(C)nc5nn34)CC2)cc1	-8.9	-5.8	-39.9	0.3	-42.3	-0.6	3.1	8.6	-1.9
COc1cc2c(cc1OC)C(C(=O)O)C(c1cc(Br)c(O)c(OC)c1)N(C)C2=O (centres undefined)	1.9	1.0	11.5	1.8	0.2	1.1	7.4	1.2	-0.1
COc1ccc(-c2nc(CSCC(=O)N3CCN(c4cccc(C)c4)C(C)C3)c(C)o2)cc1OC (centres undefined)	-2.6	-11.2	-12.5	5.2	-7.5	0.9	·	76.4*	1.1
COCCNCC1C(Oc2ccc(Cl)cc2)C(=O)N1c1ccccc1C (centres undefined)	-4.2	10.9	-10.9	3.6	5.8	0.1	4.2	38.2	-1.3
CCCCCCCCCCCC(=O)N/N=C/c1ccco1	0.6	16.5	2.2	-1.9	1.9	1.4	5.8	4.9	0.5
O=C(O)C(O)C(O)c1nc2ccccc2[nH]1 (centres undefined)	3.5	-5.5	5.3	4.3	-6.0	1.1	9.8	0.1	1.3
CC(C)c1ccc(NC(=O)NC2CCN(CC(=O)Nc3cccc4ccccc34)CC2)cc1	-4.7	-5.1	14.0	10.8	-7.1	0.8	·	45.5	0.3
COc1ccc2nc3oc(C(=O)N4CCN(c5cccc(Cl)c5)CC4)cc3cc2c1	0.1	-1.9	-61.6	3.1	-6.9	0.9	11.6	35.6	3.4
Cc1ccc(S(=O)(=O)N(CCO)Cc2cc3ccc(C)c(C)c3[nH]c2=O)cc1	-10.6	20.1	-12.6	-0.2	6.6	0.6	8.9	13.4	2.5
CCN(Cc1cc2cc(C)ccc2[nH]c1=O)C(=O)c1cccc([N+](=O)[O-])c1	-7.2	5.8	-15.3	·	23.4	0.4	8.4	27.6	-0.6
CCC(C)C(NC(=O)OCc1ccccc1)C(=O)NC(Cc1ccc(O)cc1)C(=O)OC (centres undefined)	-20.1	14.4	21.8	8.2	-21.6	1.5	6.2	7.8	8.2
Nc1nonc1-c1noc(CCCN2C(=O)c3ccccc3C2=O)n1	7.4[fluorescence artefact?]	24.6	15.0	4.6	16.9	0.6	8.8	-19.7	0.6
O=C(NCCO)C(=O)NCC1OCCCN1S(=O)(=O)c1cccs1 (centres undefined)	-18.3	8.0	3.6	2.9	-3.3	0.6	7.0	18.0	-0.1
NC(=O)c1cc2cc([N+](=O)[O-])ccc2oc1=O	3.4	-1.1	13.1	0.5	4.7	0.8	6.5	16.1	1.2
CCOC(=O)Cc1csc(NS(C)(=O)=O)n1	-9.6	14.2	-21.0&15.6	1.1	8.4	1.0	7.7&16.3	14.9	-1.3
COc1ccc(Oc2coc3cc(OC(=O)c4cccs4)ccc3c2=O)cc1	3.2	-10.1	-8.8	6.6	-11.2	-0.3	24.0	-6.6	0.7
Cc1ccc2nc(-c3ccc(NC(=O)CNC4CC4)cc3)sc2c1	80.3*	5.3	-66.5	0.1	3.5	1.3	4.1	28.4	2.6
COC(=O)C1CCN(c2ccc([N+](=O)[O-])cc2[N+](=O)[O-])CC1	-0.3	-12.7	-17.4	1.4	1.7	0.1	6.4	5.8	1.3
Cc1ccc(NC(=O)CSC2=NCCN2)cc1	8.4	8.9	-1.0	1.2	-5.5	0.3	5.5	9.6	2.4
O=C(CCc1ccccc1)Nc1ccc(F)c([N+](=O)[O-])c1	-6.3	-7.8	-54.8	5.7	4.6	-0.1	9.8	1.0	0.7
COc1cc(-c2nc(-c3cccnc3)no2)cc(OC)c1OC	-4.2	7.0	27.5	6.8	-19.3	1.1	8.7	1.4	2.5
O=C(COc1cccnc1[N+](=O)[O-])Nc1cccc(S(=O)(=O)N2CCCCC2)c1	-14.7	-4.3	4.4	-0.8	5.0	0.7	3.0	16.1	0.6
Cn1nc(C(F)(F)F)c(-c2ccccc2)c1NC(=O)CSCC(=O)O	2.0	7.5	15.0	·	8.3	0.6	7.7	6.0	-1.5
COc1ccc(-c2nc(N3CCCC3)[nH]c(=O)c2C#N)cc1	13.7	2.5	30.5	-2.6	-20.6	-0.1	14.0	15.5	0.8
Cc1cc(C(=O)CSc2nnc3c(Cl)cc(Cl)cn23)c(C)n1C	4.1[fluorescence artefact?]	8.0	-6.7	5.2	-13.3	0.0	11.1	-21.2	1.3
COCCn1c(=O)c2ccccc2c2ccccc2c1=O	5.5	9.4	3.2	-0.2	-9.1	0.0	4.0	12.6	0.4
COc1ccc(CCNC(=O)c2cc(C(=O)c3cc(C)ccc3O)cn(CCc3ccc(OC)cc3)c2=O)cc1	-1.5	13.5	15.2	5.8	-18.9	0.3	5.3	-35.9	1.7
c1csc(-c2nc3ccccc3[nH]2)c1	1.3	26.0	1.9	2.4	7.5	-0.8	19.2	-10.9	-0.2
O=C(CN1CCN(Cc2ccc3c(c2)OCO3)CC1)Nc1ccc2c(c1)OCCO2	8.6	5.9	-4.0&-27.5	11.4	-17.1	-0.2	15.3&5.8	-3.4	1.1
CSc1nnc(-c2cnccn2)n1C	8.5	6.7	16.8	2.0	3.6	1.1	9.7	-0.4	0.7
CC(C)(C)OC(=O)NCCCC[C@@H](C(=O)N1CCN(C(=O)OC(C)(C)C)CC1)n1cc(CCC(=O)O)nn1	0.1	8.0	22.5	1.7	12.1	1.1	10.1	3.9	1.4
COc1ccc(/C=C2\C(=O)OCc3cc(OC)c(OC)cc32)cc1OC	-9.6	-16.8	11.7	-1.0	-33.2	-0.1	6.6	-1.0	1.2
O=C(O)C1=C[C@H](c2cccs2)C[C@H](OCc2ccc(CO)cc2)O1	-1.2	-6.9	-25.8	·	·	·	10.1	30.6	·
O=[N+]([O-])/C=C/c1cn(Cc2ccccc2)c2ccccc12	2.6	10.1	30.6	-1.2	14.7	0.5	9.4	4.3	-1.2
Cc1nnc(SCC(=O)c2ccc(Br)cc2)s1	0.5	-17.6	-4.3	4.3	12.7	-0.3	0.8	-16.2	-0.5
CCCC(C(=O)NCc1ccco1)N(C(=O)CNS(=O)(=O)c1ccccc1)c1ccccc1OC (centres undefined)	-5.3	20.3	15.6	10.7	1.0	-0.7	16.8	10.5	-0.7
NC(=O)c1ccc2c(c1)OCCO2	-4.7	20.5	24.2	6.7	-13.4	0.5	2.4	11.9	0.3
CCCCCC(=O)Nc1cccc(C2=NOC3(C2)C[C@H](C(N)=O)N(C(=O)c2ccccc2)C3)c1 (some centres undefined)	1.9	5.3	-6.0	·	·	·	17.9	21.5	·
COc1ccc(OC(=O)c2cccc([N+](=O)[O-])c2)c(C(=O)/C=C/c2cccs2)c1	-14.2	-0.4	76.7*	-0.5	-3.5	0.6	10.9	-13.6	-0.8
CCOC(=O)N1CCC(NCCNC(=O)c2ccccc2)CC1	19.1	8.5	-2.4&14.7	1.2	0.2	1.4	9.0&7.9	-1.0	0.1
Cc1ccc(S(=O)(=O)c2cnc3cc(C)nn3c2N)cc1	-4.5	23.1	4.0	-4.9	-9.5	0.8	6.6	2.8	-0.8
O=C1OC2(CCCCC2)OC(=O)C1=CNc1nccs1	14.5	8.4	17.1	-3.5	13.4	0.5	9.1	16.5	-0.5
Cc1nc(NC(=O)/C=C/c2ccccc2)sc1C(=O)Nc1ccccc1Cl	17.6	-2.6	14.1	-1.2	5.7	-0.3	12.6	54.0	0.8
CN(C)NC(=S)Nc1ccc(Cl)cc1	-13.7	7.6	9.6	-0.3	-19.6	0.8	6.3	65.9	-0.6
COc1cc(/C=N/Nc2nn3cnnc3c3ccccc23)ccc1O	61.3[fluorescence artefact?]	78.7*[5 µM]	13.3	13.5	-13.5	0.3	10.3	22.2	0.2
Cc1cccc2cc(CN(Cc3nnnn3C3CCCCC3)C3CCCC3)c3nnnn3c12	1.6	-11.4	43.9&35.0	-0.8	-22.0	0.0	12.9&4.9	27.1	0.9
COCc1cc(C)nc(NCCO)c1C#N	1.0	9.9	-5.1	-4.0	10.8	0.1	15.0	-13.2	-0.6
CCOc1ccc(/C=N/Nc2ccccn2)cc1OC	-4.9	13.9	-25.5	5.8	3.1	0.7	6.1	-2.2	0.9
C/C(Cn1nc([N+](=O)[O-])cc1C)=N\NC(=O)c1ccc(C(C)(C)C)cc1	-7.6	4.3	13.8	6.3	9.4	0.6	7.3	30.9	0.8
CCOc1cc(/C=N/NC(=O)C(=O)NC2CC2)cc(Br)c1O	-3.1	10.6	14.0	-2.0	16.6	0.6	4.5	15.0	0.8
O=C1CC(NCCC2=CCCCC2)C(=O)N1c1cccc(Cl)c1Cl (centres undefined)	-1.2[fluorescence artefact?]	8.8	-36.6	8.9	-17.1	-0.8	11.3	36.0	-0.7
COc1cccc(CSc2nc3ccncc3[nH]2)c1	2.2	83.2*[5 µM]	6.8	·	-13.1	0.4	8.8	0.2	0.2
Cc1c([C@@H]2C[C@H]3CN(Cc4cccc(Cl)c4)C(=O)[C@]34CCCN24)cnn1C	-1.7	5.1	1.3	0.1	-0.9	0.5	7.1	31.7	0.8
CCCCNC(=O)Nc1nc2ccc(CC)cc2s1	-6.3	-39.5	-23.6	0.2	5.8	-0.2	5.3	62.1	-1.3
CCOc1ccc(C(=O)CC(Sc2ccc(C)cc2)C(=O)O)cc1 (centres undefined)	2.3	13.2	-21.0	10.5	7.6	0.0	5.5	18.7	1.7
COc1ccc(NC(=O)c2ccc(=O)[nH]c2)cc1S(=O)(=O)N1CCCCC1	-11.6[fluorescence artefact?]	10.3	-12.2	3.1	-8.9	0.8	6.6	57.2	-0.7
CCS(=O)(=O)N1Cc2ccccc2CC1C(=O)NCC12CC3CC(CC(C3)C1)C2 (centres undefined)	-19.9[fluorescence artefact?]	18.9	7.9	16.8	-9.7	0.4	2.3	1.5	-0.1
CCN(CC)CCN1C(=O)C(=O)/C(=C(/O)c2c(C)[nH]c(C(=O)OC)c2C)C1c1cccc(OC)c1 (centres undefined)	9.8	-2.6	23.8	6.7	1.0	0.1	6.8	-5.6	3.5
C=CCn1c(C)csc1=Nc1ccc(C(=O)O)cc1	1.6	24.6	35.0	-0.2	-22.4	-1.5	-2.4	-2.5	1.1

Screening data as filed in PubChem.

Not all compounds are listed, so the mix of outcomes need not match the whole.
